# Screening results as filed in PubChem.
# SENP6 inh: SENP6 protease inhibitors, primary screen, biochemical, luminescence, uHTS; inhibition, % at 10 µM; 330,000 compounds, 1.8% hits; Recombinant SENP6 catalytic domain, aminoluciferin luminescence; AID 2599, 2010; Sentrin-specific protease 6 (Homo sapiens), Q9GZR1;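 active = inhibition above about 50% at the single tested dose, limit read from the data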;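 note: plate controls were DMSO wells with enzyme for no effect and DMSO wells lacking enzyme for full effect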
# Target sequence (Q9GZR1 628-1112 limits assumed): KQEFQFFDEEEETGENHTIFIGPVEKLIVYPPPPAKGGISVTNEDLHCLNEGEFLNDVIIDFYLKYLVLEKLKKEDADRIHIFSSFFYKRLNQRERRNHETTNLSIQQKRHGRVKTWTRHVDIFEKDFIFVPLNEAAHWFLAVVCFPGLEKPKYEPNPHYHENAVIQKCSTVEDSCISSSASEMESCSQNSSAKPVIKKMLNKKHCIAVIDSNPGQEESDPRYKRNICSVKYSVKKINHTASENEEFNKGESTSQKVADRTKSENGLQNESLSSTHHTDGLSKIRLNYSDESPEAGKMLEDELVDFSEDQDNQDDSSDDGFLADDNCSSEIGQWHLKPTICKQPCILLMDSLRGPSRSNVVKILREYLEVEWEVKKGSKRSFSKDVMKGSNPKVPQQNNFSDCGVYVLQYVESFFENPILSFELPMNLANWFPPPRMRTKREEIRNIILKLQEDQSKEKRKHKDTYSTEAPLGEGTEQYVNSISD
# UBC13 polyUb: UBC13 polyubiquitin chain formation inhibitors, primary screen, biochemical, TR-FRET, uHTS | 330,000 compounds, 0.47% hits | inhibition, % at 20 µM | Ubiquitin-conjugating enzyme E2 N (Homo sapiens), P61088; in the data active = inhibition above about 45%, passing the limit was not always enough
# Target sequence (P61088 whole entry, looked up): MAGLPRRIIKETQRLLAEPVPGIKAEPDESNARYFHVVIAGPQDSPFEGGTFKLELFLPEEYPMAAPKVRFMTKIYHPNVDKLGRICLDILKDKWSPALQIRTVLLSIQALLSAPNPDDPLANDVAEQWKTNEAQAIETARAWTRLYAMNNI
# Apaf-1 inh: inhibitors of human Apaf-1 apoptosome, primary screen, biochemical, DEVD-Rh110 fluorescence, uHTS | reconstituted apoptosome caspase-3 activity | inhibition, % at 20 µM | 330,000 compounds, 0.71% hits; active = inhibition of at least 40% at 20 µM;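 note: plate controls were DMSO wells for no effect and DEVD-CHO caspase inhibitor wells for full effect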
#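 Material: reconstituted apoptosome with Apaf-1, cytochrome c, caspase-9, procaspase-3, dATP / Buffer or medium: pH 7.5 Hepes buffer with CHAPS, BSA, DTT / Also added: cytochrome c with DEVD-Rh110 / Schedule: compound with Apaf-1, dATP, procaspase-3 30 min, then 50 min reaction, room temperature / Technique: rhodamine 110 fluorescence at Ex 480/Em 540 nm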
# APOBEC3G inh: APOBEC3G DNA deaminase inhibitors, primary screen, biochemical, fluorescence, single-stranded DNA substrate, uHTS; DNA dC->dU-editing enzyme APOBEC-3G (Homo sapiens), Q9HC16; recombinant A3G, ssDNA deamination FAM/TAMRA fluorescence; inhibition, % at 20 µM; 330,000 compounds, 0.28% hits;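 active = inhibition of at least 40% at 20 µM, with no more than 30% in the related APOBEC3A deaminase screen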;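 note: plate controls were DMSO wells with A3G for no effect and wells lacking A3G enzyme for full effect; some compounds called inactive have numbers as strong as hits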
# SENP8 block-1: human SENP8 protease inhibitors, primary screen, biochemical, fluorescence, Nedd8 protein substrate, uHTS. inhibition, % at 20 µM. 360,000 compounds, 0.64% hits. AID 602440, 2012. recombinant SENP8; in the data active = inhibition mostly above about 40%, no sharp cut-off; inactive = mostly below about 27%
# Target sequence (Q96LD8 whole entry, looked up): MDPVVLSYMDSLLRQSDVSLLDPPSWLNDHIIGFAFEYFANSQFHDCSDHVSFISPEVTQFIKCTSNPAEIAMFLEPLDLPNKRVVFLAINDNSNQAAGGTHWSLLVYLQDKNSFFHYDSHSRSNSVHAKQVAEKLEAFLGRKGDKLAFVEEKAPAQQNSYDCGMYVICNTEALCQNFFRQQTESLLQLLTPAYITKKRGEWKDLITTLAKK
# SENP7 inh: SENP7 protease inhibitors, primary screen, biochemical, luminescence, uHTS; Sentrin-specific protease 7 (Homo sapiens), Q9BQF6; recombinant SENP7, Z-RLRGG-aminoluciferin luminescence, 40 min; inhibition, % at 5 µM; 330,000 compounds, 1.5% hits; AID 434973, 2010;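 active = inhibition above about 50% at the single test dose, limit read from the data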;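 note: plate controls were DMSO with enzyme for no effect and no enzyme buffer wells for full effect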
# SENP8 block-2: SENP8 protease inhibitors, primary screen, biochemical, luminescence | 330,000 compounds, 1.2% hits | purified SENP8, Z-RLRGG-aminoluciferin cleavage | Sentrin-specific protease 8 (Homo sapiens), Q96LD8 | AID 2540, 2010 | inhibition, % at 10 µM; in the data active = inhibition above about 50%
# SENP1 FRET inh: human SENP1 catalytic domain inhibitors, primary screen, biochemical, FRET, uHTS; recombinant SENP1 catalytic domain, CyPet-SUMO1-YPet FRET cleavage; AID 624204, 2012; 360,000 compounds, 0.21% hits; Sentrin-specific protease 1 (Homo sapiens), Q9P0U3; inhibition, % at 10 µM;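 active = inhibition at least 30% at 10 µM, raw YFP signal under a set limit, fluorescence ratio 0.5 to 1.5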;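 note: 0% = enzyme with DMSO and 100% = no enzyme wells; some results filed as inactive read as strong as hits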
#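 Assay system: hSENP1 catalytic domain, recombinant. Amount: SENP1 enzyme, 20 pM final. Schedule: 50 min reaction, RT, dark. Technique: FRET, CFP and YFP emission. Control set: no-enzyme wells low, DMSO-plus-enzyme wells high control.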
# Active calls of the source: *.
SMILES,SENP6 inh,UBC13 polyUb,Apaf-1 inh,APOBEC3G inh,SENP8 block-1,SENP7 inh,SENP8 block-2,SENP1 FRET inh
CCCNC(=O)c1c(CSc2ccccc2)noc1C(=O)NCc1ccccc1,-4,6,19,-11,18,-8,-8,2
COc1ccc(NC(=O)CN(C)C(=O)c2ccc(S(=O)(=O)Nc3ccccc3F)cc2)cc1,1,3,-2,-7,12,5,-10,-1
CCCCC(=O)Nc1nc(C)c(-c2csc(Nc3ccccc3OC)n2)s1,5,-12,-5,-4,-60,8,2,-1
CCCc1cc(=O)n2[nH]c(SCc3ccccc3)nc2n1,2,-3,9,-1,2,7,8,0
Cc1nc(Nc2ccc(S(N)(=O)=O)cc2)sc1-c1ccccc1,10,1,17,-5,-284,-5,-6,0
Cc1ccc(S(=O)(=O)Cn2nnnc2C(CC(C)C)N2CCN(C3CCCC3)CC2)cc1 (stereo unspecified),-2,8,2,-9,14,0,3,-2
CCOC(=O)N1CCC(N(C(=O)Nc2ccccc2)C(C)CC)CC1 (stereo unspecified),-17,7,-16,-4,14,5,2,1
CSc1nc(C)cc(SCC(=O)Nc2ccccc2)n1,-4,17,-6,-6,11,3,-2,-1
COc1cc(/C=N/NC(=O)c2cccc(S(=O)(=O)N3CCCC3)c2)ccc1O,-4,-10,-4,-5,-71,2,0,1
CN(C)c1ccc(NC(=O)Cn2cc3c(n2)CCCC3)cc1,5,5,19,0,20,13,2,-1
Cc1cc(C)cc(OCC(=O)NNC(=O)CCN2C(=O)c3ccccc3C2=O)c1,-1,1,-2,-7,11,-2,-7,-1
COc1ccc(CCNC(=O)CN2C(=O)CSc3ccc(S(=O)(=O)N4CCOCC4)cc32)cc1OC,-14,-2,9,-3,14,-17,-5,1

# Complete entries from above. Values in the order: SENP6 inh, UBC13 polyUb, Apaf-1 inh, APOBEC3G inh, SENP8 block-1, SENP7 inh, SENP8 block-2, SENP1 FRET inh
# CCCCC(=O)Nc1nc(C)c(-c2csc(Nc3ccccc3OC)n2)s1 is listed as 5, -12, -5, -4, -60, 8, 2, -1
# Cc1cc(C)cc(OCC(=O)NNC(=O)CCN2C(=O)c3ccccc3C2=O)c1 is listed as -1, 1, -2, -7, 11, -2, -7, -1
# Cc1nc(Nc2ccc(S(N)(=O)=O)cc2)sc1-c1ccccc1 is listed as 10, 1, 17, -5, -284, -5, -6, 0
# COc1cc(/C=N/NC(=O)c2cccc(S(=O)(=O)N3CCCC3)c2)ccc1O is listed as -4, -10, -4, -5, -71, 2, 0, 1

# Following part:
SMILES,SENP6 inh,UBC13 polyUb,Apaf-1 inh,APOBEC3G inh,SENP8 block-1,SENP7 inh,SENP8 block-2,SENP1 FRET inh
COc1ccc(C(=O)CNC2=NCCC2)cc1,-10,-11,2,-3,19,0,-7,2
CCCCOc1ccc(N2CC(C(=O)NCCc3ccc(OC)c(OC)c3)CC2=O)cc1 (stereo unspecified),-12,-8,12,-5,5,-10,-2,2
COc1ccc(-n2ncc3c2CC(C)(C)CC3NC(=O)C2=CC(=O)CC(C)(C)O2)cc1 (stereo unspecified),16,9,-8,-5,1,2,-4,-1
O=C(CSCc1ccc(Br)cc1)Nc1ccccc1C(=O)N1CCOCC1,10,-2,-4,-5,7,1,6,1
CSCC[C@H](NC(=O)c1cc2c([nH]c3ccccc32)c(-c2ccccc2)n1)C(=O)O,13,0,2,-9,-246,3,2,-7
O=C1CC[C@@H](O)CCN1CC[C@H](Sc1ccccc1)c1ccccc1,-6,-7,-6,1,13,2,-5,0
O=C(COc1coc(CN2CCN(c3ccccc3)CC2)cc1=O)NC1CCCCC1,-4,-2,3,-12,13,-17,-18,1
O=C(c1ccco1)N1N=C2CCCCCC2C1(O)C(F)(F)F (stereo unspecified),-18,1,6,-8,16,-2,-6,-1
COc1ccc(C(=O)Nc2ccccc2N2CCCC2)cc1S(=O)(=O)N1CCOCC1,-6,-4,4,-6,12,3,-4,-1
O=C(NCc1ccco1)c1nn(-c2ccccc2)c(=O)c2ccccc12,1,-1,3,-2,10,7,5,-1
COc1cccc(N/C(SC)=C(/C#N)C(N)=O)c1,-10,-13,12,-7,13,-2,-12,1
CCOC(=O)Cc1csc(NC(=O)C(NC(=O)C2CCC(C)CC2)C(C)C)n1 (stereo unspecified),-16,-6,17,-6,22,-11,-6,-6
COc1cc(C(=S)N2CCCC2)ccc1OCc1ccccc1,10,-9,2,21,5,4,-12,2
Cc1cccc(OC(C)c2ccnc3nc(/N=C/N(C)C)nn23)c1 (stereo unspecified),9,-4,-8,-1,-369,10,2,0
CCc1nnc(NC(=O)CN2C(=O)NC3(CCCC3)C2=O)s1,-11,3,-7,1,10,0,2,1
COc1cc(CCCN2C(=O)C(=O)NC[C@@H]2c2ccccc2)cc(OC)c1OC,-2,4,-3,-4,21,5,4,2
Cc1ccc(C)n1-c1ccc(C(=O)NN)cc1,-18,-9,-5,-6,33,-9,-17,1
C=CCOc1cccc(C2c3c(oc4ccc(F)cc4c3=O)C(=O)N2CCCN2CCOCC2)c1 (stereo unspecified),-12,21,4,1,-5,4,-1,-4
COc1ccc(C(=O)OC(C)C(=O)NCC2CCCCC2)cc1S(=O)(=O)N1CCOCC1 (stereo unspecified),9,0,-12,-8,8,2,3,-1
O=C(/C=C/c1ccccc1)N1CCC(N2CCC(C(=O)N3CCOCC3)CC2)CC1,-13,-1,3,0,9,6,-5,-2
CN(C)c1ccc(C2=NOC(CN3C(=O)c4ccccc4S3(=O)=O)C2)cc1 (stereo unspecified),-16,1,17,1,-24,6,-8,-5
COc1ccc(OC)c(S(=O)(=O)N2CCC(C(=O)NC3CCCC3)CC2)c1,-19,7,4,-11,4,10,0,0
CSc1cc(-c2ccc(Cl)cc2)c(C(=O)NN)s1,-12,1,7,-5,-50,4,-8,-4
N#Cc1cnn(-c2ncnc3sc(-c4ccccc4)cc23)c1N,1,15,-12,-5,-18,6,2,-4
COc1ccc(-c2cc(C(=O)N3CCN(c4cccc(C)c4C)CC3)c3ccccc3n2)cc1OC,-13,8,31,-7,-486,2,-4,0
COc1ccc(/C=C/C(=O)Oc2ccc(C=O)cc2OC)cc1,-15,-1,4,-5,-4,-1,0,-3
CC[C@@H](C)C(NC(=O)OC(C)(C)C)c1cn([C@@H](Cc2cc3ccccc3[nH]2)C(=O)N2CCN(C(=O)OC(C)(C)C)CC2)nn1 (stereo partly specified),-12,-32,17,-6,3,10,-13,2
O=C(c1cccs1)N1CCN(Cc2ccccn2)CC1,-2,16,-9,-4,2,-2,4,0
O=C(COc1ccc(Br)cc1)N1CCc2ccccc21,18,1,1,-2,16,6,-10,1
Cc1ccc(NC(=O)C2Cc3ccccc3CN2C(=O)c2ccccc2)cc1Cl (stereo unspecified),-9,3,23,-7,15,-2,-3,0
O=C(CCSc1ccccc1)NC(=O)COC(=O)c1ccc(OC(F)F)cc1,-7,-11,12,5,10,8,2,-1
CC(=O)c1ccc(N2CCN(c3ncccn3)CC2)cc1,-7,-9,7,0,-48,-7,-10,-1
COc1cccc(-c2nnc(SCc3ccccn3)n2C)c1,-12,4,-1,-1,4,8,3,-2
Cc1nc(N2CCN(S(=O)(=O)c3cccc4nonc34)CC2)c2c3c(sc2n1)CCCC3,-13,-22,17,-6,9,0,-5,1
COc1ccc(Cl)cc1NC(=S)N1CCN(C(=O)C2CCCO2)CC1 (stereo unspecified),-6,-4,-10,-5,8,5,-1,0
O=c1n(-c2ccc(Br)cc2)cnn1-c1ncccc1[N+](=O)[O-],8,5,-5,-12,9,1,1,0
Cc1ccc(C(=O)c2cc3ccccc3o2)cc1C,82*,-6,13,-5,27,76*,69*,2
FC(F)(F)c1cccc(-c2nc(COc3ccc(Cl)cc3Cl)no2)c1,-10,1,12,-9,23,-6,-5,-1
COC1c2ccccc2C(=O)N1CCc1ccc(Cl)cc1 (stereo unspecified),-16,-1,12,-5,18,8,-15,1
Cc1c(NC(=O)COC(=O)C23CC4CC(CC(Br)(C4)C2)C3)c(=O)n(-c2ccccc2)n1C,-6,-3,6,-6,0,3,0,1
CCOc1ccc(/C=N/NC(=O)CSc2n[nH]c(=O)[nH]c2=O)cc1OC,-12,0,-12,-9,-2,-1,0,0
CN(C)c1ccc(-c2ccc([C@H]3[C@@H]4C=CCC[C@@]4(C)C(=O)N3Cc3ccccc3)c(F)c2)cc1,-1,14,20,-8,-493,6,1,1
COc1cccc(OCCOCC(O)CN2CCN(Cc3ccc(Cl)cc3)CC2)c1 (stereo unspecified),6,6,12,-2,10,3,-9,2
O=C1C2CCCCN2C(=O)N1CCCN1CCN(c2ccc(F)cc2)CC1 (stereo unspecified),-4,-5,0,-9,8,8,-1,2
CN(C(=S)NCCN1CCOCC1)C(c1ccccc1)c1ccccc1,-7,-2,18,-12,9,-6,-7,1
CCc1nnc(NC(=O)c2ccc(S(=O)(=O)N(C)c3ccccc3)cc2)o1,1,-11,-16,-8,19,9,-1,1
N#CCSc1nc2cc(C(=O)N3CCCC3)ccc2c(=O)n1Cc1ccccc1,-3,-5,12,-3,13,-4,12,0
O=C1COc2ccc(S(=O)(=O)N3CCN(c4ccccc4F)CC3)cc2N1,23,-12,12,1,13,10,5,1
Cn1c(SCC(=O)NNC(=O)Cc2ccccc2)nc2ccccc2c1=O,5,1,-11,-4,22,8,4,1
Cc1cc(C)c2cccc(NC(=S)NC(=O)c3ccccc3)c2n1,0,11,15,-5,-9,6,-3,1
Cc1ccc(C)c(N2CCN(CCCNC(=O)CCn3c(=O)c4cccn4c4cccnc43)CC2)c1,-19,-2,5,-3,-1,15,-5,0
Cc1ccc(NC(=S)NNC(C)(C)C)cc1,-3,-7,-5,-3,12,-5,-7,2
C=CCN1C(=O)C(Cc2ccc(F)cc2)S/C1=N/N=C/c1ccco1 (stereo unspecified),1,2,2,-4,16,4,2,0
COc1ccc(N/C=C/C(=O)c2ccc(Cl)cc2)cc1,-6,-6,14,-10,-12,43,-13,-25
C/C(=N\NC(=O)OC(C)(C)C)c1ccc(-n2ccnc2)cc1,10,6,-11,-3,13,-1,0,1
N/C(=N\OC(=O)c1ccccc1Cl)c1ccccc1,94*,6,1,1,12,98*,95*,2
CC(=O)Nc1ccc(C(=O)OCC(=O)NCc2ccc3c(c2)OCO3)cc1,-5,11,-5,-6,12,4,1,2
COc1cc(NS(=O)(=O)c2ccc(N/C=C(\C=O)c3nc4cc(Cl)ccc4o3)cc2)nc(OC)n1,5,-17,19,1,-83,5,-5,6
Cc1c(Cl)cccc1NS(=O)(=O)c1ccc2c(c1)C1C=CCC1C(c1ccc(C(=O)O)cc1)N2 (stereo unspecified),11,-30,21,19,-23,3,5,-25
Cc1c(Br)c([N+](=O)[O-])nn1CCCC(=O)N1CCN(c2ccccc2)CC1,3,7,-8,-6,12,3,7,-3
O=C(/C=C/c1ccc(OC2CSC2)cc1)c1ccc(Cl)cc1,3,-12,28,-5,1,-29,-9,-1
